Screens (PubChem BioAssay)
FadD28 FP inh: blocks FadD28 binding to the bisubstrate probe. fluorescence polarization. inhibition, % at 12.5 µM. actives 0.22% (n = 360,000); in the data active = inhibition above about 8.5%, passing the limit was not always enough; inconclusive = no clear call, values can overlap the other calls
BoNT-A LC inh2: blocks Botulinum neurotoxin A light chain protease; multiplex microsphere protease substrate cleavage, flow cytometry; inhibition, % at 10 µM; actives 0.17% (n = 360,000); AID 588499; in the data active = inhibition above about 30%; inconclusive = no clear call, values can overlap the other calls; note: plate controls were buffer without enzyme for full effect and enzyme alone for no effect
CCHF vOTU inh: blocks the CCHF virus ovarian tumor domain protease. CCHFV vOTU protease, Pep-AMC fluorescence. inhibition, % at 11.5 µM. actives 0.55% (n = 370,000). AID 651958; note: 0% = vehicle wells with enzyme and 100% = no enzyme wells
GDH-TPI inh: counter-screen for M. tuberculosis FBA inhibitors: GDH-TPI coupled enzymes; AID 588335; inhibition, % at 4.8 µM; actives 1.2% (n = 360,000); GDH-TPI coupled enzyme counterscreen, NADH absorbance;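 note: 0% = DMSO wells and 100% = wells lacking the enzyme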
BoNT-F LC inh: BoNT F light chain protease inhibition | Multiplex microsphere protease cleavage assay, flow cytometry | inhibition, % at 10 µM | actives 0.22% (n = 360,000); in the data active = inhibition above about 35%, passing the limit was not always enough; inconclusive = no clear call, values can overlap the other calls; note: plate controls were buffer without enzyme for full effect and enzyme alone for no effect
UGM FP inh: blocks M. tuberculosis UGM enzyme. P9WIQ1. purified UGM, fluorescence polarization probe displacement. inhibition, % at 10 µM. actives 0.06% (n = 320,000). AID 504406; in the data active = inhibition above about 10%, passing the limit was not always enough; inconclusive = no clear call, values can overlap the other calls
Target sequence (P9WIQ1 whole entry, looked up): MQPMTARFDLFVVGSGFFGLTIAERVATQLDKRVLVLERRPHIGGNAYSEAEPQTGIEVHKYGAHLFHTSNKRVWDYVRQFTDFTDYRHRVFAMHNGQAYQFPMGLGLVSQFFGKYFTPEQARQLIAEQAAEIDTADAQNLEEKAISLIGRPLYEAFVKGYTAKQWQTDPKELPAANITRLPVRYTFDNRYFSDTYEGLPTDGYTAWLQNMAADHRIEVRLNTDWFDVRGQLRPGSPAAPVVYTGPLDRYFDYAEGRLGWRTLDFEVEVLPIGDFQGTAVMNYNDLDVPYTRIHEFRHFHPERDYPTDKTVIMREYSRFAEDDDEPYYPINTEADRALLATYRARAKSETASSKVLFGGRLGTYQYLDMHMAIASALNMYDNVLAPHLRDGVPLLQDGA
BioA inh: BioA (M. tuberculosis) enzyme inhibition; purified M. tuberculosis BioA enzyme, plate reader; inhibition, % at 9.99 µM; actives 0.096% (n = 360,000); in the data active = inhibition above about 40%; inconclusive = no clear call, values can overlap the other calls
FBA Mtb inh: inhibits M. tuberculosis FBA enzyme; inhibition, % at 1 µM; actives 2.3% (n = 360,000); purified M. tuberculosis FBA, fluorescence read-out; in the data active = inhibition above about 27%;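 note: 0% = vehicle and 100% = reference inhibitor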
Target sequence (P9WQA3 whole entry, looked up): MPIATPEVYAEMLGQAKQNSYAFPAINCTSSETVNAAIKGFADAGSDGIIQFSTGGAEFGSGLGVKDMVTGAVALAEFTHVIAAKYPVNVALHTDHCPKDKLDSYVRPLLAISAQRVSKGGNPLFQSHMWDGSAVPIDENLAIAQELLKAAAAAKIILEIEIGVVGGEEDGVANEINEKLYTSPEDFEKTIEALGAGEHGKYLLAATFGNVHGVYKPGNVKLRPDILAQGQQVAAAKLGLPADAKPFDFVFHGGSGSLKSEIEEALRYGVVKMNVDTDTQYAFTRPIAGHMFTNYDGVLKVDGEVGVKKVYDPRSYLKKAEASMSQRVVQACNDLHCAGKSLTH
PrPC TRFRET: reduces human prion protein on the cell surface; cell surface PrPC, TR-FRET read-out; inhibition, % at 13.8 µM; actives 0.43% (n = 370,000); AID 720596; in the data active = inhibition above about 24%; note: 0% = median of the test wells and 100% = reference compound wells
* marks the source's active call; other numbers are inactive results; u = inconclusive; x = not tested or not shown; + = active, no number; & = joins results of further samples. Cut-off read from the data, not from the text of the source, unless noted: active = inhibition above about 30%; inactive = the rest.

Every second line gives: FadD28 FP inh, BoNT-A LC inh2, CCHF vOTU inh, GDH-TPI inh, BoNT-F LC inh, UGM FP inh, BioA inh, FBA Mtb inh, PrPC TRFRET
COc1ccc(NC(=O)CSc2nnc3ccc(-c4cccnc4)nn23)cc1OC
→ -3.1, x, -7, 4, x, 1.6, 1.4, -2, -9
O=S(=O)(c1ccccc1)N1CCCCC1c1cccnc1 (stereo not drawn)
→ -0.6, 0.2, -9, 11, 7, 6.5, x, 2, 6
N#Cc1ccccc1OCC(=O)N1N=C(c2cccs2)CC1c1ccco1 (stereo not drawn)
→ x, 0.9, 1, 0, 2, -0.2, -1.0, -2, 8
COc1cccc(N2CCN(c3nc(C)cc(=O)[nH]3)CC2)c1
→ -2.3, 0.6, 0, -2, -1, 1.6, -2.8, 3, -1
O=C(Nc1ccccc1C(F)(F)F)c1ccccc1Br
→ -0.5, -1.0, 4, -1, -9, -1.2, -1.2, 2, 2
Cc1ccc(/C=N/NC(=O)CSc2nnc(-c3ccccc3)n2-c2ccc(Cl)cc2)o1
→ -2.7, 0.1, 20, 7, 0, 0.5, x, 1, 16
Nc1csnc1C(=O)O
→ 1.6, 0.4, 0, 2, 4, 3.9, -0.1, -2, 3
Nc1nc2ccccc2n1C(=O)c1ccccc1
→ -3.0, -0.6, 2, 6, -5, -4.0, x, 1, 8
CN(C)Cc1c(C(=O)N/N=C/c2cccnc2)nnn1-c1nonc1N
→ -1.3, -0.3, -1, 3, 0, -0.9, 16, 0, -3
CC1(C(=O)NS(=O)(=O)c2ccc(C#N)cc2)CCN1C(=O)C1CCCCC1 (stereo not drawn)
→ 0.1, -0.3, -9, 1, 1, x, 0.0, 4, 2
COCCNC(=S)N(CCc1c(C)[nH]c2ccc(F)cc12)Cc1cccs1
→ 0.4, -0.4, 6, 3, -2, 0.3, x, 0, 10
CC(Oc1cccc(Cl)c1)C(=O)Nc1cc(Cl)ccc1N1CCOCC1 (stereo not drawn)
→ -3.4, 2.9, 0, 0, -7, 4.7, -0.6, -3, 5
O=C(C1CC1)N1CCN(c2ccnc3cc(Cl)ccc23)CC1
→ -3.2, -1.9, 4, 3, -11, 2.1, x, 2, -10
CCCNc1nc(Nc2ccc(C)c(Cl)c2)c2cnn(C)c2n1
→ -0.3, -0.6, 11, -2, -12, -2.1, -1.0, 1, 15
COc1ccc(N2C(=O)/C(=C/c3ccc(OC)c(OC)c3)C(=O)NC2=S)cc1
→ -3.6, -1.3, 9, -6, -3, 0.7, -0.7, -2, -7
CC(C)(C)c1csc(NC(=O)c2ccccc2O)n1
→ -0.3, 0.7, -34, 23, u, -0.1, -1.9, 37*, 0
COc1ccc(CCCNC(=O)C2(C)Cc3c(-c4cccc(C(N)=O)c4)ccnc3O2)cc1 (stereo not drawn)
→ -3.1, 0.3, -13, 12, 5, x, 1.4, 2, 4
CN(CCO)c1cnccn1
→ -3.5, -0.4, -8, 9, 1, 1.4, x, -2, 1
CCC(=O)N1c2ccccc2NC2=C(C(=O)CCC2)C1c1ccc(N(C)C)cc1 (stereo not drawn)
→ -0.9, -0.7, 29, 22, -20, -2.6, -2.0, -5, -5
COc1ccc(C(=O)Nn2c(C)nc3ccccc3c2=O)cc1OC
→ 0.8, -2.6, 8, 3, -24, 2.0, x, 2, -1
COc1ccc(C2(C)NC(=O)N(CC(=O)NCc3ccccc3)C2=O)cc1OC (stereo not drawn)
→ 0.5, 2.2, 5, 7, 8, -0.5, -1.1, -2, 0
CC(C)(C)OC(=O)NCc1ccc(NC(=O)c2nc[nH]c2C(=O)NCCNC(=O)c2[nH]cnc2C(=O)Nc2ccc(CNC(=O)OC(C)(C)C)cc2)cc1
→ -2.5, -0.5, x, 0, 8, -3.6, -0.3, -1, x
COc1ccc(CNC(=O)N2CCN(S(=O)(=O)c3ccccc3)CC2)cc1
→ -1.6, -3.8, 3, 5, 6, 3.8, 0.5, -2, -8
CCCOC(=O)c1c(NC(=O)CSc2nc(-c3ccco3)cc(C(F)(F)F)n2)sc(C(=O)OC)c1C
→ -1.0, -0.9, -7, 10, -6, -0.7, -4.3, -2, 3
CC(=O)Cc1nsc(Nc2cccc(C)c2)n1
→ 0.0, -1.0, -2, -1, -5, 2.1, -0.9, 2, 1
Cc1cnc(NC(=O)C2CC(=O)N(c3ccc4c(c3)OCCO4)C2)s1 (stereo not drawn)
→ -0.8, -0.1, 9, 2, 0, -0.4, x, 4, -2
CCOC(=O)C(CC(=O)O)NCc1ccco1 (stereo not drawn)
→ -1.4, -0.1, 0, -1, -2, -1.6, x, 4, -5
O=C(NC(=S)N1CCN(c2ccc(F)cc2)CC1)c1cccs1
→ -1.7, 0.2, -5, 7, -1, -0.5, 1.8, 4, 0
CCOC(=O)N1C(=O)NC(=O)C1c1ccc(OC)cc1 (stereo not drawn)
→ 2.2, 0.5, -5, -9, 0, x, x, 0, 7
CCC(=O)N(Cc1cc(=O)[nH]c2ccccc12)c1ccc(OC)cc1
→ -3.8, 1.7, 0, -1, u, -0.3, 1.0, 0, 5

The last five entries of the part above lead into the next:
Every second line gives: FadD28 FP inh, BoNT-A LC inh2, CCHF vOTU inh, GDH-TPI inh, BoNT-F LC inh, UGM FP inh, BioA inh, FBA Mtb inh, PrPC TRFRET
Cc1cnc(NC(=O)C2CC(=O)N(c3ccc4c(c3)OCCO4)C2)s1 (stereo not drawn)
→ -0.8, -0.1, 9, 2, 0, -0.4, x, 4, -2
CCOC(=O)C(CC(=O)O)NCc1ccco1 (stereo not drawn)
→ -1.4, -0.1, 0, -1, -2, -1.6, x, 4, -5
O=C(NC(=S)N1CCN(c2ccc(F)cc2)CC1)c1cccs1
→ -1.7, 0.2, -5, 7, -1, -0.5, 1.8, 4, 0
CCOC(=O)N1C(=O)NC(=O)C1c1ccc(OC)cc1 (stereo not drawn)
→ 2.2, 0.5, -5, -9, 0, x, x, 0, 7
CCC(=O)N(Cc1cc(=O)[nH]c2ccccc12)c1ccc(OC)cc1
→ -3.8, 1.7, 0, -1, u, -0.3, 1.0, 0, 5
CC(=Nc1ccc2c(c1)CCC2)c1c(O)n(C2CCCCC2)c(=O)[nH]c1=O
→ -0.2, 0.9, 1, 18, 3, -0.9, x, 0, -4
CCCOc1ccc(C(=O)Nc2ccccc2[N+](=O)[O-])cc1
→ -0.4, -0.4, 9, 7, 0, 4.1, -1.4, -1, -18
COc1ccccc1C(=O)NNC(=O)c1cccc(O)c1
→ -1.7, 2.3, -7, 5, -3, 0.3, -0.4, 4, 6
O=C(Nc1cccc(C(F)(F)F)c1)Nc1nnc([C@H]2C[C@H](O)[C@@H](CO)O2)s1
→ -11, -0.1, 1, -8, -8, x, 2.0, -4, 6
Cn1ccc(-c2ccccc2)c(C#N)c1=O
→ -4.6, -0.5, -10, 4, 0, 0.0, 17, 7, -5
CN(C)S(=O)(=O)c1cccc(NC(=O)COc2ccc3ccccc3c2)c1
→ -0.2, -0.7, 3, 0, -14, -0.4, -1.4, -4, 2
N#C/C(=C(/O)CN1CCCCC1)c1nc(-c2ccc(Cl)cc2)cs1
→ 1.1, 1.8, -7, 25, 4, 1.1, -3.5, 0, -4
Cc1nc2ccc(NC(=O)c3cccc(S(=O)(=O)N4CC(C)OC(C)C4)c3)cc2s1 (stereo not drawn)
→ 3.8, 25, 9, 9, 20, -1.0, -0.1, 1, 16
COc1ccc(S(=O)(=O)NC(C)C(=O)NC2CC2)cc1C (stereo not drawn)
→ -0.6, -0.3, 24, -9, -13, -0.5, -0.9, 0, -6
O=C(N/N=C/c1c(O)n(C2CCCCC2)c(=S)[nH]c1=O)c1ccccc1O
→ 3.5, -0.5, 20, 15, 3, 2.8, -0.9, 7, -4
CCC(=O)N1CCN(c2ccnc3cc(Cl)ccc23)CC1
→ -4.5, 0.1, 2, 4, -9, -1.7, x, -1, -17
NC(=O)Cc1nc(-c2ccccc2)cs1
→ -0.8, 0.0, -6, 3, -1, 0.0, 0.9, -5, -3
NC(=O)c1ccc(NC(=O)c2cc(S(=O)(=O)N3CCCCC3)ccc2N2CCOCC2)cc1
→ -0.7, 3.7, -4, 5, 4, -0.7, 19, 0, -3
NC(=O)c1ccc(Nc2nc(C(N)c3ccccc3Cl)cs2)cc1 (stereo not drawn)
→ -2.9, -0.4, -5, 17, -13, x, 19, 0, 0
NS(=O)(=O)c1ccc(NC(=O)CN(C(=O)C(F)(F)F)C2CCCC2)cc1
→ -2.0, -0.3, -5, 9, -4, x, -0.8, 2, -3
Cc1cccc(NC(=O)C(=O)NCC2CCCO2)c1 (stereo not drawn)
→ -5.2, -0.4, 4, -8, 0, 0.5, -0.7, -2, -1
COc1ccc(CNC(=O)C2Cc3c(-c4ccccc4)ccnc3O2)cc1OC (stereo not drawn)
→ -0.8, 0.1, 6, 5, 4, x, 0.7, 1, 7
CC(=O)c1cc(-c2nc3ccccc3n2C)n(C)c1
→ 0.5, 0.6, 7, -3, 5, -3.9, -1.1, -1, -12
CCOC(=O)C1=CCC(c2ccccc2)N(S(=O)(=O)c2ccccc2C)C1 (stereo not drawn)
→ -3.2, -1.4, -3, x, -10, x, -1.3, -1, 5
NC(=O)c1c(NC(=O)COC(=O)c2ccc(O)c(Cl)c2)sc2c1CCCC2
→ -2.7, 0.0, 8, 5, 3, 1.4, 1.4, 1, 9
Cc1cccc(N2C(=O)CN(Cc3cccs3)C2=S)c1
→ -0.4, 0.2, -16, 9, -1, 1.4, 0.9, -4, 0
O=C1C2CC=C(Cl)CC2C(=O)N1CC1Cc2ccccc2CO1 (stereo not drawn)
→ -3.0, -0.6, x, 1, -10, -0.5, -1.8, 0, x
COC(=O)c1sc(NC(=O)c2cc(C)on2)nc1C
→ -0.4, -0.1, 1, 22, -4, -2.3, -0.2, -1, -5
CCOC(=O)c1sc(NC(=O)CN(CC(C)C)CC(C)C)c(C(=O)OCC)c1C
→ -4.4, -3.9, -3, 5, -8, -0.6, -0.4, -1, -2
O=C(NCCCNC(=O)C(F)(F)C(F)F)C(F)(F)C(F)F
→ -0.8, -1.5, -16, -5, 2, 2.5, 0.8, -2, -5
Cc1cc(-c2ccc(C(=O)O)s2)cnc1N
→ -2.2, 0.2, -285, 17, -5, 3.1, x, +, 0
CCOc1cc2[nH]c(=S)n(CCN3CCCCC3C)c(=O)c2cc1OCC (stereo not drawn)
→ -1.1, -0.7, 5, 5, 8, -0.3, 1.5, 6, -6
CCN1C(=O)C(=O)N(CC(=O)Nc2ccccc2OC(F)F)C1=O
→ x, 2.1, 6, -4, 5, -1.6, -1.8, -1, 0
CCN1CCN(C(=O)c2ccc(COc3ccc(Cl)cc3)o2)CC1
→ -0.5, -0.9, 4, 0, 2, 2.6, x, 2, -4
CCNc1nc(NCC)nc(Oc2ccc(C(=O)OC)cc2)n1
→ -2.3, -0.4, 3, 5, 0, -2.4, -1.8, -2, 8
O=C(Nc1ccccc1)C1=C[C@@H](c2ccc(Br)cc2)C[C@@H](OCc2ccc(CO)cc2)O1
→ -0.3, -0.2, 1, -6, 4, 2.2, -0.3&-1.1, 4, 0
COc1c(O)ccc(/C=N/NC(=O)c2ccc3c(c2)OCCO3)c1[N+](=O)[O-]
→ -0.9, 0.5, 23, 62*, -8, 1.4, -0.6, -2, -9
CC(C)(C)C(=O)CN1C(=O)NC2(CCOc3ccccc32)C1=O (stereo not drawn)
→ -0.5, -0.2, -1, 9, -11, -2.2, -0.5, 2, -10
C=CCOc1ccc2ccccc2c1/C=N/O
→ -2.2, 0.7, -12, 12, -1, -0.9, x, 2, -4
O=C(Cn1cnc2ccccc21)N/N=C/c1ccccc1
→ -3.5, -1.0, -3, -9, -6, -5.1, x, -1, 3
O=C1c2ccccc2C(=O)N1CCSC(=S)N1CCOCC1
→ -1.1, -0.9, 12, 4, -12, -2.4, 0.6, 0, -5
C/C(=N\NS(=O)(=O)c1ccc(Br)cc1)c1ccc2c(c1)OCO2
→ -0.6, -0.3, 0, 9, -1, 0.7, 0.7, 5, -1
CN(C(=O)c1ccc(NC(=O)Cc2ccc(NC(=O)C3CCN(C(=O)C4CCC4)CC3)cc2)cc1)C1CC1
→ -0.7, 0.2, 2, 7, 6, 0.2, -2.5, 3, -2
CC(Oc1ccccc1)C(=O)OCC(=O)Nc1sccc1C(N)=O (stereo not drawn)
→ -0.5, x, 12, 0, x, -1.3, -0.7, 0, 0
CCCCOc1ccc(C(=O)NCC(=O)NCC2CCCO2)cc1 (stereo not drawn)
→ -1.4, 0.7, -4, -2, 0, 5.4, -1.1, 0, 8

Not a hit list. About 4.8% of those tested had a hit in this group.
